Assay outcomes (PubChem BioAssay)
beta cell repl – inducers of beta-cell replication in MIN6 cells. MIN6 cells proliferation, ATPlite luminescence, 48 h; cells starved in 0.2% serum; 100% = growth in 10% serum. proliferation, % at 10 µM. actives 0.29% (n = 330,000). AID 2380;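 active = compounds whose signal lies at least 3.5 SD above the mean of all wells on their plate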;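 also: 0% = DMSO-treated cells in low-serum medium and 100% = 10% serum control; some compounds called inactive have numbers as strong as hits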
mIAP act – increases mouse intestinal alkaline phosphatase activity; muIAP, CDP-Star luminescence, 30 min; hits give high values; 1 = vehicle-only enzyme signal, 0 = enzyme-free wells; activation factor at 10 µM; actives 0.24% (n = 330,000); AID 2805;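 active = activation factor of at least 2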; also: the source names both 10 and 20 µM as test concentration; values of inactives mirror those of a sister screen read the other way
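System: Mouse IAP enzyme | Also added: CDP-Star substrate | Dosing: Compounds dispensed in DMSO | Schedule: 30 min enzyme-substrate-compound incubation at room temperature | Technique: Chemiluminescence readout | Control set: DMSO-only wells and no-enzyme negative control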
tim10-1 inh – inhibits growth of tim10-1 mutant yeast; S. cerevisiae tim10-1 ts strain growth, BacTiter-Glo, 24 h; inhibition, % at 20 µM; actives 2.2% (n = 330,000);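 active = inhibition of at least 40%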;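 also: mutant grown at 25 °C; 0% = DMSO wells with yeast and 100% = wells holding no yeast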
NLRP3 yeast inh – NALP3 inhibition in yeast | AID 2825 | Yeast reconstituted NLRP3/ASC/caspase-1, beta-gal luminescence, 24 h | inhibition, % at 10 µM | actives 0.39% (n = 330,000);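 active = inhibition of 50% or more; inactive = inhibition below 50%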;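 also: plate controls were induced DMSO wells for no effect and uninduced yeast grown without galactose for full effect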
APOBEC3G inh – APOBEC3G (human) deaminase inhibition | Q9HC16 | recombinant A3G, ssDNA deamination FAM/TAMRA fluorescence | inhibition, % at 20 µM | actives 0.28% (n = 330,000);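 active = inhibition of at least 40% at 20 µM, with no more than 30% in the related APOBEC3A deaminase screen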;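 also: plate controls were DMSO wells with A3G for no effect and wells lacking A3G enzyme for full effect; some compounds called inactive have numbers as strong as hits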
Target sequence (Q9HC16 whole entry, looked up): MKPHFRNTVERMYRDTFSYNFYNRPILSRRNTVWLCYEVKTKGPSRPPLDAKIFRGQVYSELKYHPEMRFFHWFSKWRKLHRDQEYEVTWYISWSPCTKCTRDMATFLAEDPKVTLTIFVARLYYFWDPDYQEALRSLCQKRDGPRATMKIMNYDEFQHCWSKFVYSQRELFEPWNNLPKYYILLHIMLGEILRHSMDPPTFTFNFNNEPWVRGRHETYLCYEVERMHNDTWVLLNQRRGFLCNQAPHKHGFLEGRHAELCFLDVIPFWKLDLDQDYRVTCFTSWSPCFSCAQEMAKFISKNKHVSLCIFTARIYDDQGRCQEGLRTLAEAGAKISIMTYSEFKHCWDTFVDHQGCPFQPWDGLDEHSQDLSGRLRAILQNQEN
hIAP block – human IAP inhibition; purified IAP, CDP-Star luminescence, 30 min; inhibition, % at 10 µM; actives 0.12% (n = 330,000); AID 2544;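 active = inhibition reaching a set limit with compound at 10 µM in the primary screen, cut at about 35% in these data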;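 also: plate controls were DMSO wells with enzyme for no effect and no-enzyme buffer wells for full effect; values of inactives mirror those of a sister screen read the other way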
TIM10 inh – inhibits growth of TIM10 yeast strain; inhibition, % at 10 µM; S. cerevisiae TIM10 strain growth, BacTiter-Glo luminescence, 24 h; actives 1.4% (n = 330,000);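 active = inhibition of 40% or more at the single tested concentration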;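 also: wild-type TIM10 isogenic control strain grown at permissive 25 °C; 0% = DMSO yeast wells and 100% = minimal medium wells without yeast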
A3A deaminase – inhibitors of human APOBEC3A DNA deaminase; AID 493011; P31941; actives 0.41% (n = 330,000); inhibition, % at 20 µM; recombinant A3A, FAM/TAMRA ssDNA deamination fluorescence;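 active = at least 40% inhibition at 20 µM here, with at most 30% in a related deaminase screen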;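 also: plate controls were A3A with DMSO for no effect and wells lacking A3A enzyme for full effect; some results filed as inactive read as strong as hits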
Target sequence (P31941 whole entry, looked up): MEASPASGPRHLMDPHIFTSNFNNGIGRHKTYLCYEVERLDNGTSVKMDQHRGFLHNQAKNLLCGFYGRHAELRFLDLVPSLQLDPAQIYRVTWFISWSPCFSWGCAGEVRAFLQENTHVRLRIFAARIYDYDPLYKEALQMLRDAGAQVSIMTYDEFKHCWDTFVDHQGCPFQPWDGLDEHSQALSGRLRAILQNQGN
mIAP inh – mouse IAP inhibition; AID 2806; inhibition, % at 10 µM; actives 0.2% (n = 330,000); purified mouse IAP, CDP-Star luminescence, 30 min;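 active = inhibition of at least 40% at 10 µM in the primary screen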;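 also: plate controls were DMSO with enzyme for no effect and no enzyme wells for full effect; values of inactives mirror those of a sister screen read the other way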
Active calls of the source: *.

[1] N#Cc1c(Nc2ccccc2)c(/C=N/NCCO)c[nH]c1=O
[2] O=C(Nc1nc2ccccc2s1)c1cccc(S(=O)(=O)N2CCc3ccccc32)c1
[3] Cc1ccc(OCC(O)CNC2CCCC2)c(C)c1 (stereo not given)
[4] COc1cc(CN2CCC(C)CC2)ccc1OCc1ccccc1
[5] O=C(O)CC1S/C(=N/N=C/C=C/c2ccccc2[N+](=O)[O-])NC1=O (stereo not given)
[6] CCC1(C)N=c2c(c(=O)n(C)c(=O)n2C)=NO1 (stereo not given)
Screen / compound no.	1	2	3	4	5	6
beta cell repl	0	-6	-2	-1	-3	0
mIAP act	0.95	0.95	0.97	0.91	1.1	1.1
tim10-1 inh	-3	25	2	9	10	10
NLRP3 yeast inh	5	0	16	19	13	14
APOBEC3G inh	-10	-2	-8	-1	-7	-2
hIAP block	-4	-26	-1	-13	2	-15
TIM10 inh	10	16	-1	-5	5	4
A3A deaminase	0	5	-3	1	-2	-4
mIAP inh	5	5	3	9	-5	-12

[7] CCc1ccc(N2CC(C)Cn3c2nc2c3c(=O)n(CCN3CCOCC3)c(=O)n2C)cc1 (stereo not given)
[8] COc1ccc(-c2[nH]ncc2CN(C)Cc2cccnc2)c(OC)c1
[9] O=C1OCCN1c1c(-c2ccccc2)c(N2CCOCC2)nc2ccccc12
[10] CCN(CC(=O)Nc1c(F)cccc1F)C(=O)c1cc(S(=O)(=O)N(C)C)ccc1N1CCCC1
[11] CN(NC(=O)c1ccccc1)c1ncc(C(F)(F)F)cc1Cl
[12] O=C1NC(Cc2ccc(O)cc2)c2nc3ccc(Cl)cc3c(=O)n2-c2ccc(Cl)cc21 (stereo not given)
Screen / compound no.	7	8	9	10	11	12
beta cell repl	-5	-1	-4	-3	-1	3
mIAP act	0.93	0.97	0.98	0.9	1	0.91
tim10-1 inh	15	-1	-6	6	5	-4
NLRP3 yeast inh	5	6	3	5	8	13
APOBEC3G inh	-3	-15	3	-9	-5	-7
hIAP block	-4	3	5	8	6	-1
TIM10 inh	6	25	-3	18	12	1
A3A deaminase	-4	1	-2	-1	-1	-3
mIAP inh	7	2	2	10	-4	9

[13] Cc1cc(NC(=O)c2ccc3c(c2)C(=O)N(c2cccc(C)c2C)C3=O)no1
[14] CC(C)(C)C(=O)Nc1nnc(SCC(=O)Nc2nccs2)s1
[15] Cc1cccc(C(=O)NCC(=O)OCC(=O)c2ccc(C)s2)c1
[16] CC1(CCC(=O)N2CCCC(N3CCN(c4ccc(F)cc4)CC3)C2)CC1 (stereo not given)
[17] Cc1cc(S(=O)(=O)Nc2ccc3cn[nH]c3c2)c(C)cc1Cl
[18] COC(=O)c1c(NC(=O)C2CC(C)=C(C)CC2C(=O)O)sc2c1CCCCC2 (stereo not given)
Screen / compound no.	13	14	15	16	17	18
beta cell repl	1	-2	-1	1	-3	-3
mIAP act	0.89	0.85	0.97	0.97	1	0.94
tim10-1 inh	4	8	-2	11	19	21
NLRP3 yeast inh	23	17	5	0	9	11
APOBEC3G inh	-6	-4	-4	0	18	1
hIAP block	-18	-28	-10	31	17	-30
TIM10 inh	-9	1	-19	-9	1	21
A3A deaminase	1	0	3	0	4	0
mIAP inh	11	15	3	3	-4	6

[19] O=C(Nc1cc(Cl)cc(Cl)c1)C(c1ccccc1)N1CCCCC1 (stereo not given)
[20] CCC(CC)C1C(C#N)=C(N)Oc2n[nH]c(-c3ccccc3)c21 (stereo not given)
[21] Cc1ccc2c(c1)C(c1ccccc1)C(=O)O2 (stereo not given)
[22] CNC(=O)Nc1ccccc1F
[23] O=C(NCc1cccnc1)c1ccc([N+](=O)[O-])cc1
[24] Cc1cc(C(F)(F)F)nc(SCC(=O)Nc2nccs2)n1
Screen / compound no.	19	20	21	22	23	24
beta cell repl	-6	-3	-1	-2	-3	-4
mIAP act	3*	1.1	1	1	1	0.99
tim10-1 inh	31	3	-6	10	-12	-16
NLRP3 yeast inh	4	5	-7	4	15	-8
APOBEC3G inh	-3	-1	-1	-2	-7	-4
hIAP block	-12	-5	1	10	-10	-3
TIM10 inh	22	9	19	3	-20	2
A3A deaminase	1	3	-2	-1	-1	-1
mIAP inh	-198	-9	-1	0	-4	1

[25] CCOc1ccc(-c2nc(-c3ccncc3)no2)cc1OCC
[26] CC(O)Cc1cn([C@@H](CCCCN)C(=O)N2CCNCC2)nn1 (stereo not given in full)
[27] O=C(CN1C(=O)COc2ccc(S(=O)(=O)N3CCCC3)cc21)Nc1cccc(F)c1
[28] COc1ccc(CSCC(=O)N/N=C/c2ccc(OCC(=O)NCc3ccco3)cc2)cc1
[29] CC(=O)NC1=NN(C(C)=O)C(C)(c2ccc(C)o2)S1 (stereo not given)
[30] COc1ccccc1NC(=S)N1CCC(NC(=O)c2ccco2)CC1
Screen / compound no.	25	26	27	28	29	30
beta cell repl	3	-1	-2	-5	-3	2
mIAP act	0.94	0.99	1.1	1	1	1.1
tim10-1 inh	23	-8	-1	-9	-10	-20
NLRP3 yeast inh	10	16	7	6	7	19
APOBEC3G inh	-1	4	-6	-4	1	-10
hIAP block	-6	-2	-13	7	0	-11
TIM10 inh	26	2	-5	-10	3	-9
A3A deaminase	-2	3	-5	-1	1	-4
mIAP inh	6	1	-6	0	-5	-8

By substructure: those above containing a thiophene ring, fused or not (two)
[15] Cc1cccc(C(=O)NCC(=O)OCC(=O)c2ccc(C)s2)c1
[18] COC(=O)c1c(NC(=O)C2CC(C)=C(C)CC2C(=O)O)sc2c1CCCCC2 (stereo not given)
Screen / compound no.	15	18
beta cell repl	-1	-3
mIAP act	0.97	0.94
tim10-1 inh	-2	21
NLRP3 yeast inh	5	11
APOBEC3G inh	-4	1
hIAP block	-10	-30
TIM10 inh	-19	21
A3A deaminase	3	0
mIAP inh	3	6

(continued)
[31] CCN(C[C@H]1N[C@@](CC)(C(=O)OC)[C@H]2C(=O)N(Cc3ccccc3)C(=O)[C@@H]12)S(=O)(=O)c1ccc(C(C)(C)C)cc1
[32] CC(NS(=O)(=O)CCNC(=O)c1ccccc1)c1ccccc1 (stereo not given)
[33] CCc1ccc(N2CC(C(=O)Nc3ccc(S(=O)(=O)Nc4ncccn4)cc3)CC2=O)cc1 (stereo not given)
[34] CC(C)OCCCNC1=C(Cl)C(=O)c2ccccc2C1=O
[35] c1ccc(OCc2cc(-c3ccccc3)no2)cc1
[36] Cc1ccc(C2C(C#N)=C(N)Oc3n[nH]c(-c4cccnc4)c32)o1 (stereo not given)
Screen / compound no.	31	32	33	34	35	36
beta cell repl	-5	0	-1	-4	-3	-3
mIAP act	0.94	0.98	0.95	0.98	0.94	0.96
tim10-1 inh	16	-8	-4	30	0	29
NLRP3 yeast inh	1	11	13	19	15	16
APOBEC3G inh	-1	-2	-4	-5	-5	-2
hIAP block	4	-2	1	10	7	2
TIM10 inh	19	-11	-3	2	9	15
A3A deaminase	0	2	-2	-2	-3	-2
mIAP inh	6	2	5	2	6	4

[37] O=C(NCc1ccccn1)C(F)(F)C(F)(F)C(=O)NCc1ccccn1
[38] CCCN1CCN(C(=S)NCc2ccc(Cl)cc2)CC1
[39] O=C1C(Cc2cccc([N+](=O)[O-])c2)SC(=Nc2ccccc2)N1c1ccccc1 (stereo not given)
[40] COc1ccccc1N1CCN(S(=O)(=O)c2cn(C)cn2)CC1
[41] O=C(Nc1cccc(S(=O)(=O)N2CCOCC2)c1)c1ccc(N2CCCC2=O)cc1
[42] CC(C)CCNC1c2ccccc2C(=O)N1Cc1ccccc1 (stereo not given)
Screen / compound no.	37	38	39	40	41	42
beta cell repl	3	1	-3	2	-2	-1
mIAP act	1.1	1.1	1	1	0.95	0.98
tim10-1 inh	7	-47	9	-14	-11	16
NLRP3 yeast inh	3	25	-11	7	7	39
APOBEC3G inh	-5	-2	-13	0	-6	-7
hIAP block	0	2	17	8	-10	12
TIM10 inh	-11	-18	-6	4	3	-12
A3A deaminase	0	2	-5	1	-1	-4
mIAP inh	-6	-9	0	-2	5	2

Record cards (already shown):
CC1(CCC(=O)N2CCCC(N3CCN(c4ccc(F)cc4)CC3)C2)CC1 (stereo not given) in the list: beta cell repl: 1; mIAP act: 0.97; tim10-1 inh: 11; NLRP3 yeast inh: 0; APOBEC3G inh: 0; hIAP block: 31; TIM10 inh: -9; A3A deaminase: 0; mIAP inh: 3
O=C(NCc1cccnc1)c1ccc([N+](=O)[O-])cc1 in the list: beta cell repl: -3; mIAP act: 1; tim10-1 inh: -12; NLRP3 yeast inh: 15; APOBEC3G inh: -7; hIAP block: -10; TIM10 inh: -20; A3A deaminase: -1; mIAP inh: -4

(next part)
[43] Cc1cc(C(=O)NC2CCCc3c2cnn3-c2cccc(C)c2C)c(C)o1 (stereo not given)
[44] CC(c1ccon1)N(C)Cc1cn(Cc2ccccc2)nc1-c1ccc2c(c1)OCO2 (stereo not given)
[45] COc1ccc(CCNC(=O)c2ccccc2NC(=O)C2=C(C)OCCS2)c(OC)c1
[46] Cc1sc2ncnc(N3CCN(S(=O)(=O)c4ccccc4)CC3)c2c1C
[47] COc1ccc(C(=O)Nc2ccc(S(=O)(=O)Nc3cc(C)nc(C)n3)cc2)cc1OC
[48] CC(C)N(CCCNC(=O)C1CCN(C(=O)c2cc3sccc3n2C)CC1)Cc1ccccc1
[49] Cc1cc(Cl)ccc1N1C(=O)CC(NNC(=O)c2cccnc2)C1=O (stereo not given)
[50] OCC1(Cc2ccc(Cl)cc2)CCN(CC2CC=CCC2)CC1 (stereo not given)
[51] O=C(Nc1cccc([N+](=O)[O-])c1)c1cc2ccccc2cc1O
Screen / compound no.	43	44	45	46	47	48	49	50	51
beta cell repl	-5	4	-1	-8	0	-1	-4	-2	-6
mIAP act	0.94	0.99	1	0.91	1	1.1	0.94	1	0.94
tim10-1 inh	14	28	36	2	2	-6	7	-12	5
NLRP3 yeast inh	2	6	10	5	7	27	10	14	33
APOBEC3G inh	-6	-5	0	-4	-4	0	-7	-11	-4
hIAP block	-30	-5	18	-2	-3	-55	-12	-1	7
TIM10 inh	15	23	-4	-1	-9	9	-3	-10	-21
A3A deaminase	-4	-2	-1	1	-2	-3	-3	4	-2
mIAP inh	6	1	-3	9	0	-11	6	0	6
